# Compound activity (PubChem)
# INS promoter inh: inhibitors of insulin promoter-driven GFP, primary screen, imaging, TRM-6 cells (human fetal islet line), eGFP reporter, cell count | inhibition, % at 2 µM | 0.9% of 130,000 active | reporter expression induced with tamoxifen;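 active means inhibition above the mean plus 3 SD, with well images judged a real hit on visual review, cut at about 60% in these data, passing the limit was not always enough; inconclusive means inhibition over the cutoff but images rejected on review; inactive means inhibition not above the cutoff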
# sdo1 growth: growth rescue of sdo1-depleted yeast, primary screen, S. cerevisiae, bone marrow failure model | AID 817, 2007 | z-score at 10 µM | 0.21% of 140,000 active | S. cerevisiae sdo1-depleted JHY4D growth rescue, OD600 30 h; hits give high values; pdr5 snq2 efflux-pump mutant strain;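 active means z-score above 3 at both the 24 hr and the 30 hr optical density reads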;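 further: z-score against mean and SD of all compound wells on the same plate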
# sdo1 growth Rescue 24 h: recorded beside sdo1 growth, whose call it bears; z-score; S. cerevisiae sdo1-depleted JHY4D growth rescue, OD600; measured here: growth rescue at 24 h;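 0 is the plate mean of compound wells and units are plate SD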
# * marks the source's active call; other numbers are inactive results; ? = inconclusive; · = not tested or not shown. Some of the compounds tested; count on the stated rates, not on these rows.
SMILES | sdo1 growth Rescue 24 h | INS promoter inh | sdo1 growth
CCOC(=O)c1c(C)n(-c2ccc(C)cc2)c2c(CC(C)=O)c(Br)c(OC)c(O)c12 | -0.35 | 4.2 | 0.07
O=C(NC(Cc1ccccc1)C(=O)O)OCc1ccccc1 (configuration not stated) | 0.74 | 15.6 | 1.07
Cc1nn(-c2ccccc2)c(Cl)c1CN(C(=O)CCl)c1ccc(Cl)cc1 | -0.99 | ? | -1.17
Cc1cc2c3c(c1)C1(C(=O)N3C(C)(C)CC2C)C(C#N)=C(N)Oc2cc(O)ccc21 (configuration not stated) | 0.05 | -216.3 | 0.45
COc1ccc(/C=C2\CCOC2=O)cc1 | 0.28 | 48.6 | 0.84
O=C(CCn1c(=O)oc2ccccc21)N1CCN(C(c2ccccc2)c2ccccc2)CC1 | -0.92 | · | -1.53
O=C(O)C1C2C=CC3(O2)C1C(=O)N1c2ccccc2C2OCCC2C13 (configuration not stated) | 0.01 | -15.0 | 0.23
CCOc1ccc(Cc2nc(N)nc(N)n2)cc1 | 1.69 | 19.4 | 1.84
COc1ccc(CCNC(=O)C2CCN(Cc3nc(-c4cccc(Cl)c4)oc3C)CC2)cc1OC | 0.6 | · | 0.8
CCOc1ccc(C2CC(c3cccc(OC)c3)Nc3ncnn32)cc1 (configuration not stated) | -1.41 | · | -1.07
OC1CCN(CC(O)C(F)(F)F)CC1 (configuration not stated) | · | -5.0 | ·
O=C(O)CS/C(=C\c1ccc(F)cc1)c1nc2ccccc2s1 | · | 52.9 | ·
NC(=O)c1ccc(NC(=O)COC(=O)c2c3c(nc4ccccc24)/C(=C\c2cccs2)CCC3)cc1 | 2.66 | -58.7 | 0.63
COc1ccc(C(=O)ON=C2c3ccccc3-c3ccccc32)cc1OC | 1.33 | · | 0
CCOC(=O)CSc1nnc(CSc2nc3sc4c(c3c(=O)[nH]2)CCCC4)n1-c1ccccc1 | -0.05 | 27.9 | -0.4
CSc1cccc(NC(=S)N2CCCN(Cc3cccc(Cl)c3)C2)c1 | · | 20.0 | ·
CC(=O)c1ccc(NC(=O)C2CC(c3ccc(F)cc3)=NO2)cc1 (configuration not stated) | -0.27 | 33.3 | -0.27
CCc1cc2c(SCC(=O)c3cccs3)ncnc2s1 | -0.7 | -24.2 | -0.76
CC(=O)N1CCCC(C(=O)c2ccc3c4c(cccc24)CC3)C1 (configuration not stated) | · | 33.3 | ·
N#C/C(=C\c1cccc([N+](=O)[O-])c1)C(=O)NCc1cccnc1 | -0.07 | -36.5 | -0.19
COc1ccc(-c2cc(C(F)(F)F)nc(SCC(=O)N3CC(C)OC(C)C3)n2)cc1OC (configuration not stated) | 0.02 | · | -1.14
CCOC(=O)C1=C(C)NC(=O)C1(NC(=O)c1cccnc1)C(F)(F)F (configuration not stated) | 0.39 | -45.7 | 0.52
S=C(c1ccc(Br)cc1)N1CCN(Cc2ccccc2)CC1 | -1.15 | 33.3 | -1.39
CCCC(=O)Nn1cnc2c(c1=O)C1(CCCCC1)Cc1ccccc1-2 | -0.56 | -10.7 | -1.27
Cc1ccc(Nc2nc(-c3sc(NC(=O)c4ccc([N+](=O)[O-])cc4)nc3C)cs2)cc1 | 2.12 | 43.2 | -0.34
COc1ccc2c(c1)[nH]c1c(Cl)ncnc12 | 0.68 | · | 0.98
COc1ccc(C)cc1S(=O)(=O)N(C)CC(=O)N1CCN(C)CC1 | 0.96 | 6.8 | 1.17
Cn1cccc1/C=N/N1CCN(c2ccccn2)CC1 | -0.69 | 14.7 | 0.58
CCOc1ccc2nc(NCCCNS(=O)(=O)c3ccc(F)cc3)c(C#N)cc2c1 | 0.38 | -106.2 | -0.48
O=C(O)CNC(=S)N(Cc1ccccc1Cl)C1CCCCC1 | · | 40.5 | ·
Cc1c(/C=N/NC(=O)c2ccc(O)cc2)c2ccccn2c1C(=O)c1ccc(F)cc1 | 0.03 | 19.5 | -0.08
COc1cccc(/C=C/C(=O)OCC(=O)Nc2ccc(Cl)c(S(=O)(=O)N(C)C)c2)c1 | · | 0.0 | ·
O=C(COC(=O)c1ccccc1Oc1ccccc1)NCc1ccco1 | -1.49 | · | -1.44
O=C(O)CCC(=O)Nc1nc2ccccc2s1 | 1.45 | -33.3 | 1.44
COCc1nc2ccccc2n1Cc1ccccc1 | -0.25 | 20.0 | -0.13
Cc1ccccc1C=Nc1ccccc1C(N)=O | -0.3 | · | 0.34
CCOc1ccccc1Oc1c(C)oc2c(CN3CCN(CCO)CC3)c(O)ccc2c1=O | -0.14 | 46.1 | 0.24
Cc1ccccc1NC(=O)c1cccc(Cn2cc(Br)c([N+](=O)[O-])n2)c1 | -0.43 | · | -0.57
CCSc1ccc(NC(=O)c2cccnc2)cc1 | -0.5 | -5.4 | 0.09
COc1ccc(NC(=O)c2cncc(Br)c2)cc1S(N)(=O)=O | · | 6.7 | ·
CC1Oc2ccccc2OC1(O)c1ccccn1 (configuration not stated) | 1.35 | · | 1.41
Cc1cc(C(=O)OCC(=O)NCc2cccs2)c2ccccc2n1 | · | -33.3 | ·
COc1ccc(OCC(=O)NNC(=O)c2nn(C)c(=O)c3ccccc23)cc1 | 0.81 | 21.9 | 1.04
CC(=O)Nc1ccc(C2=NNC(=NCC3CCCO3)SC2)cc1 (configuration not stated) | 0.68 | · | 0.74
Cn1c(N)c(C(=O)COC(=O)CCC(=O)c2cccs2)c(=O)n(C)c1=O | -0.06 | 0.0 | 0.18
Cc1cc(C)n(-c2ccc(Cl)c(Cl)c2)n1 | · | 50.0 | ·
Cc1ccc(S(=O)(=O)NCC2CCCO2)cc1[N+](=O)[O-] (configuration not stated) | -0.34 | 13.3 | 0.32
C=CCc1c(C)nc(-c2ccccc2)nc1N/N=C/c1ccccc1 | -0.19 | · | 0.23
C=CCOC(=O)C1=C(C)NC(SCC(=O)Nc2nccs2)=C(C#N)C1c1ccc(Cl)cc1 (configuration not stated) | -0.65 | 31.4 | -1.59
Cc1ccc(C)c(NS(=O)(=O)c2ccc(OCC(=O)N3CCOCC3)cc2)c1 | 0.11 | · | 0.23
Cc1ccc(-n2nnnc2C(Cl)(Cl)c2nnnn2-c2ccc(C)cc2)cc1 | -0.51 | · | -2.12
O=[N+]([O-])c1nn(-c2cccc(Cl)c2)n(O)c1=NCc1cccnc1 | -1.49 | · | -1.95
Cc1cc(-c2csc(N)n2)c(C)n1CCc1ccccc1 | 1.12 | · | 0.5
Cc1cc(C)nc(-n2nc(C)cc2NC(=O)c2ccc(Br)o2)n1 | · | -35.1 | ·
CC(C)CN(CC(C)C)C(=O)CC(=O)NC(=O)c1ccc(Cl)cc1 | 0.26 | 18.6 | -0.2
O=C(NCCCN1CCOCC1)C(=O)NCCc1ccccc1 | · | 46.1 | ·

# (next part)
SMILES | sdo1 growth Rescue 24 h | INS promoter inh | sdo1 growth
COc1ccc(C2CC(c3ccc(Cl)cc3Cl)n3nc(N)nc3N2)cc1 (configuration not stated) | 1.69 | · | 1.36
CCOC(=O)C1=C(c2ccccc2)O/C(=C(/C(=O)OC)C(F)(F)F)S1 | -0.12 | -36.7 | -0.81
CCOC(=O)N1CCC(N(CCN(C)C)C(=S)Nc2cccc(OC)c2)CC1 | · | 22.2 | ·
CC1CCN(C(=O)C2CCCN(S(C)(=O)=O)C2)CC1 (configuration not stated) | 0.23 | 50.0 | 0.35
O=C(Cn1cnc2ccccc21)N/N=C/c1ccccc1[N+](=O)[O-] | 0.19 | · | 0.45
CC1CC(C)CN(CC(C)(C)NS(=O)(=O)c2ccc(Cl)cc2)C1 (configuration not stated) | -1.05 | 3.3 | -1.97
Cc1cc(C(=O)Nc2sc3c(c2C#N)CCCCC3)cs1 | -0.41 | 55.0 | -1.2
Cc1ccc(COC(=O)c2nn(-c3ccccc3)nc2N)cc1 | · | 33.3 | ·
CN(C)CCN=Cc1c(O)n(Cc2ccccc2)c(=O)c2ccccc12 | · | -116.7 | ·
COc1ccc(C2N(c3cccc(Cl)c3)C(=O)C3CCCN32)cc1 (configuration not stated) | 1.04 | · | 0.7
CC(C)n1nnnc1SCC(=O)Nc1ccccc1N1CCOCC1 | -0.11 | · | -0.08
Cn1c(SCC(=O)c2ccc3c(c2)OCO3)nnc1-c1ccccn1 | -1.01 | 37.5 | -0.87
CCOc1nnc(C)c2c(C)n(-c3cccc(Cl)c3)nc12 | -0.72 | -162.1 | -0.19
Cc1ccc2c(c1)NC(=O)C(CC(=O)NCCN(C)C)O2 (configuration not stated) | -0.66 | · | -0.05
COC(=O)C1CSC(C(=O)OC)N1C(=O)Nc1ccc(Cl)c(Cl)c1 (configuration not stated) | 0.42 | 31.2 | 0.94
COc1cc(/C=N\NC(=O)CN2CCOCC2)ccc1OCC(=O)Nc1ccc(C)c(C)c1 | 0.86 | 9.8 | 0.8
Nc1cc(C(F)(F)F)ccc1C(=O)O | -0.78 | · | -0.22
Cc1sc(NC(=O)c2ccco2)c(CN2CCC(C)CC2)c1C | 1.46 | 33.3 | 1.81
O=C(NCCCN=C1NS(=O)(=O)c2ccccc21)c1ccc(S(=O)(=O)N2CCOCC2)cc1 | 0.31 | · | 0.52
CC(C)c1nc2ccc(C(=O)O)cc2[nH]1 | 1.4 | -9.4 | 1.51
CC(C)NC(=O)C1CCN(C(=O)c2ccc(-c3ccccc3)cc2)CC1 | -0.88 | · | -0.38
CN(C)c1ccc(C=C2C(=O)OC(C)(C)OC2=O)cc1 | · | 46.7 | ·
COc1cc(Nc2cc(C)nc3nc(C)nn23)cc(OC)c1OC | 1.6 | · | 2.35
COCCNc1nnc(SCC(=O)c2c[nH]c3ccccc23)s1 | 0.73 | 30.2 | 0.98
N=C(N)N1CCc2ccccc2C1 | 0.96 | 28.6 | 1.1
CC(=O)Nc1ccc(OC(=O)c2c(-c3ccccc3Cl)noc2C)cc1 | 1.33 | 30.3 | 0.68
Cc1nc(=S)c2ccccc2[nH]1 | -0.64 | 11.5 | -0.33
CN(CCCn1c(=S)[nH]c2ncccc2c1=O)Cc1ccccc1 | -0.78 | · | -0.01
CCOC(=O)c1c(NC(=O)c2cccs2)sc(CC)c1-c1cccs1 | 0.37 | 34.6 | 2.61
Cc1cc(C(=O)N2CCc3c([nH]c4ccccc34)C2c2cccc(Cl)c2)nn1C (configuration not stated) | · | 0.0 | ·
CCN(CC)c1ccc(C=C2C(=O)OC(c3ccccc3)OC2=O)cc1 (configuration not stated) | · | -312.5 | ·
CCC1(c2ccc(F)cc2)NC(=O)N(CC(=O)N2CCOCC2)C1=O (configuration not stated) | · | 38.5 | ·
C/C(=N\NC(=O)c1ccc(Br)cc1)c1cccc(NC(=O)c2cccnc2)c1 | · | 52.9 | ·
COC(=O)c1c(NC(=O)c2c(-c3ccccc3Cl)noc2C)sc2c1CCC2 | 0.95 | 36.1 | -1.21
CC(=O)N(CCC(Cc1ccccc1)c1ccc2c(c1)OCO2)Cc1ccc(Cl)cc1 (configuration not stated) | -0.86 | -60.9 | -0.98
C=CCn1c(CNC(=O)c2cccs2)nnc1SCc1ccc(Cl)cc1Cl | -1.28 | · | -1.23
O=C(c1ccc(F)cc1F)N1CCN(c2n[nH]c(=O)[nH]c2=O)CC1 | · | 14.3 | ·
O=C(Nc1nccs1)C1CCCN(S(=O)(=O)c2cccc3cccnc23)C1 (configuration not stated) | 2.7 | · | 2.07
CCOC(=O)c1cccc(NC(=O)/C=C/c2ccc3c(c2)OCO3)c1 | -1.74 | -56.2 | -0.85
COc1ccc(CCNC(=O)C2Cc3ccccc3C(=O)O2)cc1 (configuration not stated) | · | 66.7 | ·
CCOC(=O)c1sc2cccc(F)c2c1N | 2.21 | 29.0 | 0.76
COc1cc(-c2nnc(-c3ccc(N4CCOCC4)cc3)o2)cc(OC)c1OC | -1.13 | 27.3 | -1.44
OCCN1CCN(CC#CCn2c3ccccc3c3ccccc32)CC1 | -1.08 | · | -0.81
O=C(c1ccc(COc2ccccc2Cl)o1)N1CCN(c2ccccc2)CC1 | 1.16 | · | -1.44
COc1ccc2c(c1O)Cc1ccccc1C2=O | 1.71 | 7.1 | 0.05
Cn1c(SC2=CS(=O)(=O)c3ccccc32)nc2ccccc21 | 0.42 | -18.8 | 0.02
O=C(CCSc1ccccc1)Nc1nc2c(s1)CCCC2 | -0.74 | 0.0 | -0.72
CCc1nnc(NC(=O)CSc2nc(-c3ccc(OC)cc3)ns2)s1 | 1.76 | 24.6 | -0.38

# In the list so far, 5 contain a CF3 group:
SMILES | sdo1 growth Rescue 24 h | INS promoter inh | sdo1 growth
OC1CCN(CC(O)C(F)(F)F)CC1 (configuration not stated) | · | -5.0 | ·
COc1ccc(-c2cc(C(F)(F)F)nc(SCC(=O)N3CC(C)OC(C)C3)n2)cc1OC (configuration not stated) | 0.02 | · | -1.14
CCOC(=O)C1=C(C)NC(=O)C1(NC(=O)c1cccnc1)C(F)(F)F (configuration not stated) | 0.39 | -45.7 | 0.52
CCOC(=O)C1=C(c2ccccc2)O/C(=C(/C(=O)OC)C(F)(F)F)S1 | -0.12 | -36.7 | -0.81
Nc1cc(C(F)(F)F)ccc1C(=O)O | -0.78 | · | -0.22

# Further structures follow:
SMILES | sdo1 growth Rescue 24 h | INS promoter inh | sdo1 growth
Cc1oc2c(c1C(=O)NCCCC(=O)O)CCCC2 | 0.28 | -10.1 | -0.28
CCN(CC)S(=O)(=O)c1ccc(N2CCN(c3cccc(OC)c3)CC2)c([N+](=O)[O-])c1 | 0.17 | -30.8 | 0.37
Cc1nn(CCCC(=O)N2CCc3ccccc3C2)c(=O)c2cc3sccc3n12 | -0.75 | · | -0.85
CCOC(=O)CCCCC(=O)c1[nH]c(=O)[nH]c1Cn1cnc2ccccc21 | -0.29 | -33.3 | 0.66
O=C(Cc1ccccc1)Nc1nc(-c2cccc([N+](=O)[O-])c2)cs1 | -0.47 | · | -1.04
CCOc1ccc2oc(C(=O)Nc3ccc(N4CCOCC4)cc3)c(C)c2c1 | 0.27 | -13.3 | -0.94
Cc1cccc(NC2=C(NC(=O)c3ccccc3)C(=O)c3ccccc3C2=O)c1 | -0.45 | · | -0.49
